Chronic BCR inh = chronic active BCR signaling inhibition; 340,000 compounds, 0.05% hits; ABC-DLBCL IkBa-CBG/CBR reporter, luminescence ratio, 4 h; Potency, µM (top dose mostly 46.1 µM), for inactives: top-dose ratio change, negative = lower green/red ratio, usual class: inhibitors; active means well fitted inhibition curve with a large enough effect in the signal ratio, with a control signal flat, not every such curve was filed as active; inconclusive means small, poorly fitted or top-dose-only effect, or effect the other way, or a change in a side signal; the % refers to the signal ratio;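 further: potency means the concentration at half of the fitted maximal effect; plate controls were basal doxycycline-induced cells for no effect and cells given 10 µM MG132 for full effect; MG132 reads +100%, hits lower the ratio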
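Cell line TMD8 (human ABC DLBCL), stably expressing tet-inducible CBG68-IkBa fusion and CBR; IMDM/0.5% FBS; cpd up to 46 uM; dox induction, 4 h, 37C/5% CO2; dual luminescence; green/red ratio; MG132 control.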
uPA surface inh = blocks generation of uPA at the cell surface; AID 540303; cell surface uPA generation assay, qHTS; 330,000 compounds, 0.31% hits; Potency, µM (titrated, usually from 38.3 µM), inactives show at the highest dose activity change, negative = inhibition, most hits filed as inhibitors; active means well fitted inhibition curve with a large enough effect; inconclusive means small, poorly fitted or top-dose-only effect; inactive means no such curve, though single readings can be large or run the other way; tested in mouse RAW 264.7 cells; further: potency means the concentration at half of the fitted maximal effect; nearly all actives have a fitted effect of over 55% in size
KCNH2 WT inh = KCNH2 (human, wildtype) channel inhibition; Q12809; U2OS, BacMam KCNH2, thallium flux FluxOr; hits give low values; activity change, % at 1.84 µM; 340,000 compounds, 0.37% hits; AID 720551;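 active means maximum activity change below -70%; inconclusive means maximum activity change between -70% and -50%; inactive means maximum activity change above -50%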
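U2OS cells were transduced with wild-type KCNH2 virus (2.03 x 10^8 / mL) for 4 h at room temperature, then cultured overnight at 37 C. Thallium flux was read with FluxOr dye. Rate constants were normalized to DMSO controls.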
Giardia killer = kills Giardia lamblia; Giardia lamblia trophozoite viability; activity change, % at 7.66 µM, hits read low; 340,000 compounds, 0.15% hits; AID 540267; in the data active means activity change below about -80%; inconclusive means between about -30% and that limit;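 further: parasites exposed to compound for two days anaerobically before the ATP read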
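Each well holds 100 Giardia trophozoites and compound. After two days (48 hrs) at 37 deg C in anaerobic conditions, ATP is quantified by luminescence.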
KCNH2 3.1 inh = inhibitors of human KCNH2 3.1 potassium channel isoform; AID 720553; 340,000 compounds, 0.95% hits; activity change, % (tested at about 1.8 µM); U2OS KCNH2 3.1, thallium flux FluxOr; hits give low values;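 active means maximum activity change below -70%; inconclusive means maximum activity change from -70% to -50%; inactive means maximum activity change above -50%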;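 further: thallium influx rate constant from kinetic fluorescence after stimulation buffer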
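FluxOr-based Tl+ influx in U2OS cells transduced with KCNH2 3.1 virus; rate constants normalized to DMSO controls.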
Eya2 phos inh = Eya2 (human) phosphatase inhibition; O00167; recombinant Eya2, OMFP fluorescence dephosphorylation (OMFP is methylfluorescein phosphate); Potency, µM (top dose mostly 76.9 µM), for inactives: at the top dose activity, negative = inhibition, usual class: inhibitors; 330,000 compounds, 0.006% hits; AID 488837; further: potency means the concentration at half of the fitted maximal effect
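Eya2 (0.2 uM) preincubated 10 min at ambient with compound, then OMFP substrate added at 50 uM; 10 min reaction in 50 mM HEPES pH 7.5, 50 mM NaCl, 5 uM MgCl2, 0.05% BSA, 1 mM DTT. Fluorescence read at Ex 485/Em 525 nm.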
FBPA coupling cs = inhibits coupling enzyme system, counter-screen for aldolase hits | coupling enzyme system counterscreen, AmpLite Red fluorescence | AID 2472 | 290,000 compounds, 0.67% hits | activity change, negative = inhibition, % at 58.2 µM, hits read low; in the data active means activity change below about -30%
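Counterscreen lacking aldolase: glyceraldehyde-3-phosphate coupling-enzyme reagent preincubated 10 min at RT with compound (at 57.5 uM final), then substrate/coupling system with AmpLite Red added; fluorescence read at 525/598 nm after 20 min RT.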
USP2a inh = blocks human ubiquitin-specific protease USP2a. Potency, µM (titrated, usually from 38.3 µM), for the others: at the top dose activity change, negative = inhibition, hits mostly inhibitors. USP2 core, Ub-CHOP2 coupled fluorogenic reporter, 485/531. AID 463254. 330,000 compounds, 0.01% hits. O75604;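 further: potency means the concentration at half of the fitted maximal effect; plate controls were DMSO wells for no effect and full inhibition by NEM control for full effect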
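Deubiquitinase activity read as fluorescence (485/531 nm) after Ub-CHOP2 cleavage activates the enterokinase reporter on its substrate; USP2 core 10nM, Ub-CHOP2 and substrate 25nM each, 30min compound preincubation then 60min RT; data normalized to NEM, curves fitted.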
B2AR arrestin = beta2AR (human) beta-arrestin recruitment activity; P07550; beta-arrestin recruitment to beta2AR, cell-based reporter; Potency, µM (doses to about 46.1 µM), for inactives: at the top dose activation, hits mostly activators; 330,000 compounds, 0.02% hits; AID 492947;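 further: potency means the concentration at half of the fitted maximal effect; 0% = DMSO controls and full agonism = EC100 isoproterenol or metaproterenol; nearly all actives have a fitted effect of over 65% in size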
Target sequence (P07550 whole entry, looked up): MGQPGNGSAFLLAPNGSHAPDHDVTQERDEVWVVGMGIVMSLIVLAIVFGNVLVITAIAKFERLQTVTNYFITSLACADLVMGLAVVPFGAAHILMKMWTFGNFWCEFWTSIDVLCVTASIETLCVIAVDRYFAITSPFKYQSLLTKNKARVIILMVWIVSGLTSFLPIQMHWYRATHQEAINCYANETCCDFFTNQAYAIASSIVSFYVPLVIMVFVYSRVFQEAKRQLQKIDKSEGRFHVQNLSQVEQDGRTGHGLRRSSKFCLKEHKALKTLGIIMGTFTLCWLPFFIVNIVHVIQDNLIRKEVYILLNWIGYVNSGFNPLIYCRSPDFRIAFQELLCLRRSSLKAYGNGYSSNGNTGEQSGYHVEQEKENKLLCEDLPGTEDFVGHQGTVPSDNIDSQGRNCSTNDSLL
GALK inhibitor = inhibitors of human galactokinase; P51570; Purified GALK, Kinase-Glo residual ATP luminescence; Potency, µM (doses to about 57.5 µM), for inactives: at the top dose activity change, negative = inhibition, usual class: inhibitors; 270,000 compounds, 0.007% hits; AID 1868; further: potency means the concentration at half of the fitted maximal effect
Target sequence (P51570 whole entry, looked up): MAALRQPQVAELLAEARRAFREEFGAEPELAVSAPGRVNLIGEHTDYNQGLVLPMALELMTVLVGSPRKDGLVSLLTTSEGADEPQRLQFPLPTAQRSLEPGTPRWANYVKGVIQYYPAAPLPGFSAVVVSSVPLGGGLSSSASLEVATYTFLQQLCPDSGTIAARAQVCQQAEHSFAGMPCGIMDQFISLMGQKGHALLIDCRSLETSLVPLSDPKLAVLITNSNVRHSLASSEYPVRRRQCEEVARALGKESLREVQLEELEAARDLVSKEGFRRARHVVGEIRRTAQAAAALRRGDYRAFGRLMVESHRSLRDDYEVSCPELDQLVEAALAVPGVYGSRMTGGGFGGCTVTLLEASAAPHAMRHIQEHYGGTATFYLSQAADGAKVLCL
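Kinase-Glo Plus luminescence measured ATP left after a 1 h room-temperature reaction. The reaction used 5 nM GALK, 100 uM galactose and 35 uM ATP at pH 8.0 (20 mM HEPES, 5 mM MgCl2, 60 mM NaCl, 1 mM DTT, 0.01% BSA).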
PKM2 activator = PKM2 (human) enzyme activation. purified PKM2, Kinase-Glo ATP luminescence, activation; response scale: 0% is enzyme alone, no compound. Potency, µM (highest dose often 57.5 µM), inactives show at the top dose activation, actives largely listed as activators. 260,000 compounds, 0.34% hits. AID 1631; further: potency means the concentration at half of the fitted maximal effect; nearly all actives have a fitted effect of over 55% in size
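Purified hPK-M2 (>95% pure) converted ADP (0.1 mM final) to ATP with 0.5 mM PEP in 50 mM imidazole pH7.2, KCl, MgCl2, Tween 20, BSA; 1 h at room temperature. ATP detected by Kinase-Glo luminescence.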
The depositor's hits bear a star; ? = inconclusive; nt = not tested or not shown; [ ] = dose if it differs, or a comment. Unless noted, the call rests on the fitted dose curve; in most records, active means well fitted curve in the direction sought with a large enough effect; inconclusive means small, poorly fitted or top-dose-only effect, or another doubt; inactive means no such curve, though single readings can be large; an effect the other way counts as inactive or inconclusive. Unless noted, on the % scale 0 is the no-effect control and ±100 the full control effect.

[1] CCCCC[C@]12Cc3cc(OC)c(OC)cc3[C@H](O1)c1c(cc(C)oc1=O)O2
[2] CS(=O)(=O)c1ccc(-c2nnn(CC(=O)N3CCCCC3)n2)cc1
[3] Cc1ccccc1CN1CCc2cc([N+](=O)[O-])ccc21
[4] CC(=O)Nc1ccc(S(=O)(=O)N[C@@H](C)C(=O)OCc2cc([N+](=O)[O-])cc3c2OCOC3)cc1
[5] CC(=O)/C(C#N)=C1\NC(=O)C(Cc2ccccc2)S1 (stereo not given)
[6] CCOc1ccc(NC(=O)C2=C(C)NC(=S)NC2c2ccc(O)c(OC)c2)cc1 (stereo not given)
[7] O=C(NCc1ccccc1)c1cc2ccc(O)cc2oc1=O
[8] CCN(Cc1cccs1)C(=O)c1cccc(S(=O)(=O)N2CCN(C)CC2)c1

Compound	1	2	3	4	5	6	7	8
uPA surface inh	nt	4%	2%	-3%	-5%	2%	-2%	-1%
Chronic BCR inh	-1%[9.22 µM]	2%	13%	?	3%	1%	?	1%
USP2a inh	0%[7.66 µM]	1%	-6%	-13%	2%	1%	0%	1%
B2AR arrestin	0.0%[9.22 µM]	0.0%	-0.3%	-0.2%	-0.4%	0.5%	-0.6%	-0.2%
PKM2 activator	2%[11.5 µM]	-13%	2%	1%	-8%	5%	-6%[11.5 µM]	nt
Giardia killer	nt	-9	-15	11	6	-4	-18	9
FBPA coupling cs	-1	0	1	4	7	2	13	nt
KCNH2 WT inh	nt	-8	-2	-2	-2	-8	-6	-2
GALK inhibitor	nt	4%	14%	4%	-1%	1%	0%	nt
KCNH2 3.1 inh	nt	-19	-9	6	15	-2	-2	-13
Eya2 phos inh	7%[15.4 µM]	0%	-12%	-6%	-10%	1%	-7%	6%

[9] CCC(C)NC(=O)Cn1cnc([N+](=O)[O-])c1 (stereo not given)
[10] O=c1[nH]c(-c2ccccn2)cc2ccccc12
[11] CCC(=O)N(C)CCc1cc2c(c(OC)c1/C=N/Nc1ccc(C(=O)O)cc1)OCO2
[12] O=C(CCNC(=O)c1ccc([N+](=O)[O-])cc1)NNC(=O)c1ccccc1F
[13] C=CCn1c(=O)c2c(nc3n2CCN3c2cccc(Cl)c2C)n(C)c1=O
[14] Cc1ccc(C(C)C)c(OCCNC(=O)c2cncc(Br)c2)c1
[15] O=C(NCc1ccccc1F)C(=O)NCC1CCCN1S(=O)(=O)c1cccs1 (stereo not given)
[16] CC(C)CCNc1nc(N)c([N+](=O)[O-])c(NC2CCCCC2)n1

Compound	9	10	11	12	13	14	15	16
uPA surface inh	-9%	-5%	3%	21%	-2%	7%	-1%	-2%
Chronic BCR inh	7%	-8%	?	-1%	10%	9%	-7%	4%
USP2a inh	5%	-1%	3%	1%	-5%	-2%	0%	-1%
B2AR arrestin	-0.3%	5.1%	-0.3%	0.0%	0.2%	-0.9%	-0.4%	-0.1%
PKM2 activator	-7%	-13%	8%	nt	1%	2%	nt	nt
Giardia killer	0	1	-2	2	2	17	10	-9
FBPA coupling cs	1	-2	-8	nt	0	-4	nt	-1
KCNH2 WT inh	-3	-1	22	2	5	-7	-15	4
GALK inhibitor	9%	nt	1%	nt	-1%	nt	nt	nt
KCNH2 3.1 inh	24	9	16	3	15	-9	0	3
Eya2 phos inh	-27%	1%	-3%	3%	-2%	-12%	15%	1%

[17] Cc1cc(C)c(S(=O)(=O)NCc2csc(C)n2)c(C)c1
[18] Cc1nnc(SC(C)C(=O)Nc2ncc(Cl)cc2Cl)n1Cc1ccccc1 (stereo not given)
[19] COc1cc(C)c(CN2CCC(n3nccc3NC(=O)C3CC3)CC2)cc1C
[20] CC(=O)NS(=O)(=O)c1ccc(NC(=O)[C@@H]2CCCN2S(=O)(=O)c2ccc(Cl)cc2)cc1

Compound	17	18	19	20
uPA surface inh	9%	2%	-2%	-5%
Chronic BCR inh	3%	-8%	0%	3%
USP2a inh	-3%	0%	3%	-4%
B2AR arrestin	-0.3%	-0.1%	0.3%	-0.2%
PKM2 activator	nt	2%	1%	nt
Giardia killer	0	-11	-13	-4
FBPA coupling cs	0	-4	nt	nt
KCNH2 WT inh	-3	-1	17	1
GALK inhibitor	3%	-2%	-2%	nt
KCNH2 3.1 inh	14	13	7	22
Eya2 phos inh	-4%	-2%	-4%	-11%

Fetched one by one from the entries so far, 5 records:
[20] CC(=O)NS(=O)(=O)c1ccc(NC(=O)[C@@H]2CCCN2S(=O)(=O)c2ccc(Cl)cc2)cc1
[10] O=c1[nH]c(-c2ccccn2)cc2ccccc12
[9] CCC(C)NC(=O)Cn1cnc([N+](=O)[O-])c1 (stereo not given)
[5] CC(=O)/C(C#N)=C1\NC(=O)C(Cc2ccccc2)S1 (stereo not given)
[14] Cc1ccc(C(C)C)c(OCCNC(=O)c2cncc(Br)c2)c1

Compound	20	10	9	5	14
uPA surface inh	-5%	-5%	-9%	-5%	7%
Chronic BCR inh	3%	-8%	7%	3%	9%
USP2a inh	-4%	-1%	5%	2%	-2%
B2AR arrestin	-0.2%	5.1%	-0.3%	-0.4%	-0.9%
PKM2 activator	nt	-13%	-7%	-8%	2%
Giardia killer	-4	1	0	6	17
FBPA coupling cs	nt	-2	1	7	-4
KCNH2 WT inh	1	-1	-3	-2	-7
GALK inhibitor	nt	nt	9%	-1%	nt
KCNH2 3.1 inh	22	9	24	15	-9
Eya2 phos inh	-11%	1%	-27%	-10%	-12%

Screening results (PubChem)
